# SRC2 TRFRET art: flags TR-FRET format artefacts in PPARgamma SRC-2 recruitment agonist screen. TR-FRET artefact counter-screen; active compounds read high. 0.4% of 200,000 active. TR-FRET ratio at 8 µM. AID 1049; in the data active means TR-FRET ratio above about 2000; further: inactives centre near 1500
# Efa HMGR inh: inhibitors of class II HMG-CoA reductase from Enterococcus faecalis | 0.41% of 190,000 active | inhibition, % at 10 µM | AID 1066 | purified E. faecalis HMGR, NADPH absorbance 340 nm kinetic;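 active means inhibition above a set limit, the median over all tested compounds plus 3 SD, cut at about 9.5% in these data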;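 further: enzyme runs in reverse so mevalonate oxidation gives rising NADPH absorbance; 0% = complete reaction with DMSO and 100% = background rate lacking mevalonate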
# bIAP activator: increases bovine intestinal alkaline phosphatase activity; purified bovine IAP, CDP-star luminescence, 30 min; active compounds read high; fold of DMSO-control signal, blank-subtracted; activation factor at 20 µM; 0.17% of 200,000 active;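 active means activation factor of 2 or more at 20 µM, a signal rise over negative controls twice the positive control's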
# TNAP inh hi DEA: inhibitors of human TNAP at high phosphate acceptor concentration. P05186. 0.03% of 200,000 active. inhibition, % at 20 µM. purified TNAP, CDP-star luminescence, 1 M DEA;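 active means over 50% inhibition of tissue-nonspecific alkaline phosphatase at 20 µM in the single-dose screen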;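 further: plate controls were DMSO wells for no effect and EDTA-quenched wells as full inhibition for full effect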
# Target sequence (P05186 whole entry, looked up): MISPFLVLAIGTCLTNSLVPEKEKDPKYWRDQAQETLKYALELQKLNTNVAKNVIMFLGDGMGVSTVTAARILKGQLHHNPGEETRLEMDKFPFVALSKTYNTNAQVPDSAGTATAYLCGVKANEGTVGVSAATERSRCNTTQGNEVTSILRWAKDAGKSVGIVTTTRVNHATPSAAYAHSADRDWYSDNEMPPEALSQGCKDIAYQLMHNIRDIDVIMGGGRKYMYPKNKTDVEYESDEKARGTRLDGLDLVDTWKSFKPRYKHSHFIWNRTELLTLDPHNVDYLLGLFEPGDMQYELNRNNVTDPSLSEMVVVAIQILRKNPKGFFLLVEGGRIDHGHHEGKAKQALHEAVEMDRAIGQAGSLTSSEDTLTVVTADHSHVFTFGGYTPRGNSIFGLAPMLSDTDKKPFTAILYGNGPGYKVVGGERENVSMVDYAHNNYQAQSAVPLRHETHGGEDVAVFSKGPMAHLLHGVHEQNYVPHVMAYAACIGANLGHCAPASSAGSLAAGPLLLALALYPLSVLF
# PPARg SRC-3 ag: promotes SRC-3 coactivator recruitment by human PPARgamma | P37231 | activation, % at 8 µM | AID 731 | 0.26% of 200,000 active | biochemical PPARgamma/SRC-3 coactivator recruitment assay; in the data active means activation above about 23%;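 further: 0% = DMSO and 100% = reference agonist; some compounds past the cut are filed as inactive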
# Target sequence (P37231 whole entry, looked up): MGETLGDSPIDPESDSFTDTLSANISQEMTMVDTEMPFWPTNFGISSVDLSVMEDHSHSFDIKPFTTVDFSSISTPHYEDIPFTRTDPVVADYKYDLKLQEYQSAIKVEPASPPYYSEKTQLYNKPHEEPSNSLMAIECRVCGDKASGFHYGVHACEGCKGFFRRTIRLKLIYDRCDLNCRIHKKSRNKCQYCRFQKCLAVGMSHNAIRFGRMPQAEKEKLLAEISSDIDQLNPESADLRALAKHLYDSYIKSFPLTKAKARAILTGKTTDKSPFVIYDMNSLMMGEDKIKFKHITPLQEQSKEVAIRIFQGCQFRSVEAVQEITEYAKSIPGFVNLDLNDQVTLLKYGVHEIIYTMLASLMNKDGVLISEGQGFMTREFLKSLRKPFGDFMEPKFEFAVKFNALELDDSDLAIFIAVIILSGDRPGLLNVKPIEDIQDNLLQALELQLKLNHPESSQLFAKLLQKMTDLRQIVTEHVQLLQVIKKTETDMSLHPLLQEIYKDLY
# TNAP inh no acc: TNAP (human) inhibition, acceptor-free conditions. inhibition, % at 20 µM. purified TNAP, CDP-star luminescence, 30 min. P05186. 0.26% of 200,000 active;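 active means tissue-nonspecific alkaline phosphatase inhibition above about 50% at 20 µM in the single-dose screen, limit read from the data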;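 further: 0% = DMSO negative control and 100% = EDTA positive control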
# PPARg SRC-2 ag: PPARgamma-driven SRC-2 recruitment agonism; P37231; PPARgamma LBD-SRC-2 recruitment, biochemical; activation, % at 8 µM; 0.34% of 200,000 active; AID 1032; in the data active means activation above about 22%;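 further: 0% = vehicle and 100% = reference agonist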
# TNAP act hiacc: TNAP (human) activation, high acceptor; P05186; purified TNAP, CDP-star luminescence, 1 M DEA, 30 min; active compounds read high; 0 = EDTA background, 1 = DMSO-only activity; 200,000 tested, under 10 active; activation factor at 20 µM;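 active means activation factor at least 2 at 20 µM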
#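 system = human TNAP | amount = enzyme diluted 1/800 final | reagent = 100 µM CDP-star substrate | signal = luminescent substrate turnover signal | dosing = one dose, 20 µM | benchmarks = EDTA negative control, DMSO positive control | measure = activation factor | timing = 30 min reaction, room temperature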
# bIAP inhibitor: intestinal alkaline phosphatase (bovine) inhibition | purified bovine IAP, CDP-star luminescence, 30 min | inhibition, % at 20 µM | 190,000 tested, under 10 active | AID 1019;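 active means over 50% inhibition of intestinal alkaline phosphatase at 20 µM in the single-dose screen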
#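 Assay system: bovine IAP enzyme; medium: DEA buffer 100 mM, pH 9.8, with MgCl2 1.0 mM, ZnCl2 0.02 mM; doses: 20 µM single dose; incubation: enzyme reaction for 30 min at room temperature; detection: CDP-star luminescence signal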
# PPARg SRC1 recr: PPARgamma-driven SRC-1 recruitment agonism; P37231; PPARgamma-SRC-1 coactivator recruitment biochemical assay; 0.41% of 200,000 active; AID 631; activation, % at 8 µM; in the data active means activation above about 19%;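 further: 0% = DMSO and 100% = reference agonist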
# The depositor's hits bear a star; nt = not tested or not shown.
SMILES,SRC2 TRFRET art,Efa HMGR inh,bIAP activator,TNAP inh hi DEA,PPARg SRC-3 ag,TNAP inh no acc,PPARg SRC-2 ag,TNAP act hiacc,bIAP inhibitor,PPARg SRC1 recr
COc1ccc(NC(=O)CC2Nc3ccccc3NC2=O)c([N+](=O)[O-])c1 (stereo not drawn),1573,0,1,2,-5,2,3,1,3,0
CC(=O)CSc1nc(-c2cccs2)c(C#N)c(=O)[nH]1,2150*,2,1,3,17,9,26*,1,2,16
Cc1ccc(S(=O)(=O)Nc2ccc(Br)cc2C(NCC(=O)O)c2ccccc2)cc1 (stereo not drawn),1556,3,1,1,-3,-118,2,1,-2,1
CC(C)n1c(-c2cccnc2)nc2cnccc21,1618,2,0.8,-3,0,-3,3,1,18,6
C=CCNCCOc1cccc(Br)c1,1592,-5,1.2,3,2,-6,-2,1,-23,-1
O=C(Nc1ccc2c(c1)CCC2)c1cccc(S(=O)(=O)Nc2ccccc2Cl)c1,1421,-4,0.9,-2,-1,-7,0,1,13,-4
O=C(Nc1nccs1)c1ccc(COc2ccc(Cl)cc2)o1,1446,1,1,-4,10,-8,1,1,-4,3
Cc1ccc2c(c1)c1nc3ccccc3nc1n2CCN1CCOCC1,1597,-1,0.9,4,2,-3,6,1,6,7
CCCC(=O)O[C@H]1C[C@@H](C)N(C(=O)c2ccccc2)c2ccc(C)cc21,1466,-4,1,7,-8,1,-8,0.9,2,0
Cc1ccc2nc(SC(C)C(=O)Nc3cccc([N+](=O)[O-])c3)[nH]c2c1 (stereo not drawn),1664,-5,1.1,0,1,-30,3,1,-10,0
N#Cc1c(-c2ccc(Cl)cc2)c2c([nH]c1=S)CCCC2,2034*,5,0.8,-3,8,-2,15,1,20,16
CCCCC(O)CN1CCC(c2ccccc2)CC1 (stereo not drawn),1603,-1,1,-9,5,-5,6,1.1,3,-2
CC1CCCC(C)N1C(=O)c1cccc2c1-c1ccccc1/C2=N/O (stereo not drawn),1409,1,1,-1,-16,-5,-1,1,2,-4
CCN(CC)S(=O)(=O)c1ccc(N2CCOCC2)c(NC(=O)c2ccccc2F)c1,1717,-5,1,-1,6,5,-13,1,-2,-2
CC(C)Sc1nc2c(c(=O)[nH]c(=O)n2C)n1C,1684,-3,0.9,-6,1,11,1,1.1,6,2
C=CCC(=O)OCC(=O)Nc1ccc(Cl)cn1,1500,1,1,-4,-2,-11,0,1,3,3
Cc1ccc(OCc2nnc(SCC(=O)c3cccs3)n2-c2ccccc2)cc1C,1510,-1,0.9,-5,17,-8,8,1,10,12
COc1ccccc1NC(=O)c1oc2ccccc2c1NC(=O)c1cc(OC)c(OC)c(OC)c1,1723,nt,nt,nt,6,nt,5,nt,nt,2
CC(C)Cn1c(N)c(C(=O)COC(=O)c2ccc([N+](=O)[O-])o2)c(=O)n(C)c1=O,1982*,-5,1.1,-3,5,-9,12,1,-12,3
CC(=O)Nc1cc(C(F)(F)F)ccc1N1CCOCC1,1425,-1,1,0,8,-6,-1,1,-2,1
O=C(CCCn1c(=O)c2sccc2n(Cc2cc(=O)n3ccccc3n2)c1=O)NCc1ccco1,1419,-6,1,-2,2,-19,-4,1,1,2
CC(C)N1CCN(Cc2cn[nH]c2C2CCCCC2)CC1CCO (stereo not drawn),1489,1,0.9,-3,2,-1,5,1,12,2
Cc1ccc(Cl)cc1NC(=O)C1CCN(S(C)(=O)=O)CC1,1481,6,1.2,-8,-1,-7,1,1.1,-16,1
COc1cccc(-n2nnc3c(=O)n(CC(=O)N4CCCCC4)cnc32)c1,1608,1,1,-6,9,-20,3,1.1,-3,0
CC(C)C(=O)Nc1ccc(-c2nc3ccccc3c(=O)o2)cc1,1469,5,1,-5,0,-2,-1,1.1,3,-4
O=C1CCC(C(=O)NCc2cccnc2)N1 (stereo not drawn),1566,-2,0.9,3,-5,-3,6,1,6,2
CNCCCOc1cccc(OC(C)C)c1,1511,-1,0.9,2,-3,0,4,1,5,4
COc1cccc(C2=CC(c3ccc(C)cc3)n3ncnc3N2)c1 (stereo not drawn),1447,0,1,-5,-4,-5,-5,1.1,-3,0
Cc1cccc(C)c1NC(=O)c1ccc(CN2CCc3ccccc3C2)cc1,1702,-4,1,-2,1,-7,9,1,-4,3
COc1ccc2nc(NC(=O)[C@@H]3CCCN3C(=O)c3cccs3)sc2c1,1458,0,0.9,-1,2,-7,4,1,7,-1
CCOC(=O)CNC(=O)c1c(C)nn(C)c1Cl,1550,1,1.1,0,0,-8,-2,1,-8,2
C/C(=N/Nc1ccc(Cl)cc1)c1cnnc(-c2ccccc2)n1,1490,-3,0.6,0,5,-5,6,1,42,9
CC(=O)Nc1ccc(C(=O)OCC(=O)NCc2ccccc2)cc1,1539,-2,1,2,-5,-4,-6,1,-3,-2
Cc1ccc(C(=O)NNC(=O)CCn2nnc3ccccc32)cc1,1542,-7,0.9,-7,-3,-19,-6,1.1,10,-7
CCC(C)NS(=O)(=O)c1ccc(S(=O)(=O)N(CC(=O)Nc2ccccc2)CC2CCCO2)cc1 (stereo not drawn),1532,1,0.9,-6,1,-7,3,1.1,14,9
COC(=O)c1c(NC(=O)COC(=O)CCS(=O)(=O)c2ccc(C)cc2)sc(C)c1C,1760,-2,0.9,-7,7,-9,14,1.1,8,4
Cc1csc(NC(=O)CSc2ncc(-c3ccccc3)[nH]2)n1,1607,-7,1,-4,3,-63,20,1,2,14
Cn1cc(C(=O)c2ccc(F)cc2)cc1-c1nc2ccccc2n1C,1688,-1,0.9,-4,14,-10,7,1,9,8
CC(C)=CCN1CCN(Cc2ccc(Sc3nncn3C)o2)CC1CCO (stereo not drawn),1374,-1,1,-7,-3,-11,-7,1.1,-2,-5
CCN(CC)C(=O)c1cnn(-c2ccccc2)c1NC(=O)c1ccccc1F,1543,6,0.9,-2,3,-10,10,1,9,1

# Only bIAP activator, SRC2 TRFRET art and PPARg SRC-3 ag (2 entries from above):
SMILES	bIAP activator	SRC2 TRFRET art	PPARg SRC-3 ag
CC(C)N1CCN(Cc2cn[nH]c2C2CCCCC2)CC1CCO (stereo not drawn)	0.9	1489	2
Cc1ccc(Cl)cc1NC(=O)C1CCN(S(C)(=O)=O)CC1	1.2	1481	-1

# New compounds follow
SMILES,SRC2 TRFRET art,Efa HMGR inh,bIAP activator,TNAP inh hi DEA,PPARg SRC-3 ag,TNAP inh no acc,PPARg SRC-2 ag,TNAP act hiacc,bIAP inhibitor,PPARg SRC1 recr
CCOC(=O)C(=NC(C)CC)NNc1cccc(C(F)(F)F)c1 (stereo not drawn),1603,-4,1.1,-2,0,-7,1,1,-5,3
CCCNC(=O)c1ccc(Cn2c(=S)[nH]c3c([nH]c4ccc(OC)cc43)c2=O)cc1,1666,-3,1,0,9,-6,14,1,0,10
O=C(Nc1nccs1)NC(C(F)(F)F)C(F)(F)F,1758,4,0.9,-4,1,-7,4,1,8,2
O=C(Cc1c(O)c2ccccc2[nH]c1=O)OC1CCCCC1,1779,-6,1,-7,10,-14,15,1.1,2,-3
CCOC(=O)c1c(NC(=O)c2cccs2)sc2c1CC(C)(C)OC2,1639,-1,1,-2,1,2,6,1,-5,1
Cc1ccccc1NC(=S)NCc1ccc2c(c1)OCO2,1535,-1,0.8,4,3,-1,-3,1,20,-8
OC(CNCC1CCCO1)COc1ccc(OCC(O)CNCC2CCCO2)cc1 (stereo not drawn),1593,3,0.9,-2,-17,-7,1,1,5,-4
CCOC(=O)CN1C(=O)CCSc2ccc(Cl)cc21,1549,-2,1.1,-2,4,-6,3,1,-11,1
COc1ccccc1NC(=O)Cn1c(=O)oc2ccccc21,1401,2,0.9,0,0,-12,-2,1,6,1
Cn1c(C(=O)OC(C(=O)NC(C)(C)C)c2cccnc2)cc2sccc21 (stereo not drawn),1417,1,1,-6,-1,-11,6,1.1,-4,0
O=C(Nc1c(C(=O)O)oc2ccc(Br)cc12)c1ccccc1,1600,0,1,-3,-5,-10,4,1,-1,-4
Cc1nn(-c2ccccc2)c(Cl)c1/C=N/NC(=O)c1ccccc1NS(=O)(=O)c1cccs1,1596,-1,1,-5,1,-8,4,1.1,-3,-5
CCOCCCNC(=O)c1cn(CC(C)C)c(=O)c2cc(OC)c(OC)cc12,1551,1,1,-5,1,-19,0,1.1,4,-3

# Part of the list above in order of heavy-atom count, falling:
SMILES,SRC2 TRFRET art,Efa HMGR inh,bIAP activator,TNAP inh hi DEA,PPARg SRC-3 ag,TNAP inh no acc,PPARg SRC-2 ag,TNAP act hiacc,bIAP inhibitor,PPARg SRC1 recr
CCC(C)NS(=O)(=O)c1ccc(S(=O)(=O)N(CC(=O)Nc2ccccc2)CC2CCCO2)cc1 (stereo not drawn),1532,1,0.9,-6,1,-7,3,1.1,14,9
Cc1nn(-c2ccccc2)c(Cl)c1/C=N/NC(=O)c1ccccc1NS(=O)(=O)c1cccs1,1596,-1,1,-5,1,-8,4,1.1,-3,-5
COC(=O)c1c(NC(=O)COC(=O)CCS(=O)(=O)c2ccc(C)cc2)sc(C)c1C,1760,-2,0.9,-7,7,-9,14,1.1,8,4
CCN(CC)C(=O)c1cnn(-c2ccccc2)c1NC(=O)c1ccccc1F,1543,6,0.9,-2,3,-10,10,1,9,1
CC(C)=CCN1CCN(Cc2ccc(Sc3nncn3C)o2)CC1CCO (stereo not drawn),1374,-1,1,-7,-3,-11,-7,1.1,-2,-5
Cn1c(C(=O)OC(C(=O)NC(C)(C)C)c2cccnc2)cc2sccc21 (stereo not drawn),1417,1,1,-6,-1,-11,6,1.1,-4,0
Cn1cc(C(=O)c2ccc(F)cc2)cc1-c1nc2ccccc2n1C,1688,-1,0.9,-4,14,-10,7,1,9,8
CCOC(=O)c1c(NC(=O)c2cccs2)sc2c1CC(C)(C)OC2,1639,-1,1,-2,1,2,6,1,-5,1
CCOC(=O)C(=NC(C)CC)NNc1cccc(C(F)(F)F)c1 (stereo not drawn),1603,-4,1.1,-2,0,-7,1,1,-5,3
O=C(Cc1c(O)c2ccccc2[nH]c1=O)OC1CCCCC1,1779,-6,1,-7,10,-14,15,1.1,2,-3
Cc1ccccc1NC(=S)NCc1ccc2c(c1)OCO2,1535,-1,0.8,4,3,-1,-3,1,20,-8
CCOC(=O)CN1C(=O)CCSc2ccc(Cl)cc21,1549,-2,1.1,-2,4,-6,3,1,-11,1
O=C(Nc1nccs1)NC(C(F)(F)F)C(F)(F)F,1758,4,0.9,-4,1,-7,4,1,8,2

# Assay outcomes: PubChem BioAssay, several laboratories
